T_cruzi_HTS: intracellular Trypanosoma cruzi inhibition; intracellular Trypanosoma cruzi in host cells, plate reader; activity score (inhibition), % at 5.01 µM; hit rate 4.9% among 22,000; AID 651903; in the data active means activity score above about 55%; inconclusive means no clear call, values can overlap the other calls;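 further: parasites and compound incubated about four days before reading; 0% = median of neutral control wells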
INS-1E_rescue: rescue of cytokine-induced death in INS-1E beta cells; INS-1E cytokine-induced death, ATP luminescence, 48 h; normalised: neutral wells 0, positive control 100; protection from cytokine-induced ATP loss, % at 10 µM; hit rate 0.1% among 20,000; AID 488910;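 active means mean replicate protection from cytokine-induced ATP loss at least 50% and at least 75% of replicates each reaching 50%; inconclusive means meets only one of the two criteria, mean or replicate share; inactive means fails both the mean and replicate share criteria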
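assay system = INS-1E rat insulinoma cells | amount = 8000 cells per well | medium = phenol-red-free RPMI with 5% fetal bovine serum | doses = one compound concentration, pin transfer | timing = 48 h cytokine plus compound treatment, 10 min reagent incubation | also added = IL-1β, TNF-α and IFN-γ cytokine mix | signal = CellTiter-Glo luminescence measuring cellular ATP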
* hit, by the source's call; ? = inconclusive; . = not tested or not shown.

SMILES T_cruzi_HTS INS-1E_rescue
C[C@H](CO)N1C[C@H](C)[C@H](CN(C)Cc2ccc(C(=O)Nc3ccccc3N)cc2)Oc2ccc(NC(=O)Nc3ccc(F)cc3)cc2CC1=O 66* 31
CNC[C@@H]1Oc2c(NS(=O)(=O)c3ccc(OC)cc3)cccc2C(=O)N([C@@H](C)CO)C[C@@H]1C -1 10
C[C@H]1CN([C@@H](C)CO)C(=O)Cc2cc(NC(=O)Nc3ccc(C(F)(F)F)cc3)ccc2O[C@@H]1CN(C)C(=O)Nc1ccc(F)cc1 -17 -11
COc1ccc(NC(=O)N(C)C[C@H]2Oc3ccc(NC(=O)c4ccncc4)cc3C(=O)N([C@@H](C)CO)C[C@@H]2C)cc1 2 .
C[C@H]1CN([C@@H](C)CO)C(=O)c2cccc(NC(=O)c3cnccn3)c2O[C@H]1CN(C)C(=O)Nc1ccc(F)cc1 -18 26
C[C@@H]1CN([C@H](C)CO)C(=O)c2cccc(NS(C)(=O)=O)c2O[C@@H]1CN(C)Cc1ccc2c(c1)OCO2 -2 9
COc1ccc(CN(C)C[C@H]2Oc3ccc(NC(=O)Nc4ccc(F)cc4)cc3CC(=O)N([C@H](C)CO)C[C@H]2C)cc1 7 -6
C[C@H]1CN([C@@H](C)CO)C(=O)c2cccc(NC(=O)Nc3ccccc3)c2O[C@@H]1CN(C)S(=O)(=O)c1ccc(F)cc1 18 2
C[C@H](CO)N1C[C@H](C)[C@H](CN(C)C(=O)Nc2ccc3c(c2)OCO3)Oc2ncc(-c3ccccc3)cc2C1=O 0 -6
C[C@@H]1CN([C@@H](C)CO)C(=O)c2cc(NC(=O)Nc3cccc4ccccc34)ccc2O[C@H]1CN(C)Cc1ccc(C(=O)Nc2ccccc2N)cc1 41 -20
C[C@@H]1CN([C@@H](C)CO)C(=O)CCCn2nncc2CO[C@@H]1CN(C)Cc1cccnc1 -15 5
C[C@H](CO)N1C[C@H](C)[C@@H](CN(C)C(=O)c2ccncc2)OCc2cnnn2CCCC1=O -3 .
C[C@@H]1CN([C@H](C)CO)C(=O)c2cc(NC(=O)Nc3ccc(F)cc3)ccc2O[C@@H]1CN(C)Cc1ccc(Oc2ccccc2)cc1 51 -65
C[C@H]1CN([C@@H](C)CO)C(=O)c2cccc(NS(C)(=O)=O)c2O[C@@H]1CN(C)Cc1ccc(Oc2ccccc2)cc1 13 2
C[C@@H]1CN([C@H](C)CO)C(=O)Cc2cc(NC(=O)Cc3ccccc3)ccc2O[C@H]1CN(C)S(=O)(=O)c1ccccc1 35 1
C[C@@H]1CCCCO[C@@H](CN(C)S(=O)(=O)c2cn(C)cn2)[C@@H](C)CN([C@H](C)CO)C(=O)c2cc(NS(=O)(=O)c3cn(C)cn3)ccc2O1 -28 18
C[C@@H]1CCCCO[C@H](CN(C)C(=O)Nc2ccccc2)[C@@H](C)CN([C@H](C)CO)C(=O)c2cc(NS(=O)(=O)c3cn(C)cn3)ccc2O1 2 11
COc1ccc(NC(=O)Nc2ccc3c(c2)C(=O)N([C@H](C)CO)C[C@H](C)[C@@H](CN(C)C(=O)c2ccccc2)OCCCC[C@@H](C)O3)cc1 11 0
C[C@H](CO)N1C[C@H](C)[C@H](CN(C)C(=O)Nc2ccccc2)Oc2ncc(-c3ccccc3)cc2C1=O 5 .
C[C@H]1CN([C@@H](C)CO)C(=O)Cc2cc(NS(=O)(=O)c3ccc(Cl)cc3)ccc2O[C@@H]1CN(C)C(=O)Nc1ccccc1 2 -2
COc1ccc(NC(=O)Nc2cccc3c2O[C@H](CN(C)Cc2ccc(C(F)(F)F)cc2)[C@H](C)CN([C@H](C)CO)C3=O)cc1 -14 -32
C[C@H]1CN([C@@H](C)CO)C(=O)c2cc(NS(=O)(=O)c3ccc(Cl)cc3)ccc2O[C@H]1CN(C)S(C)(=O)=O 0 .
C[C@@H]1CN([C@H](C)CO)C(=O)c2cc(NC(=O)Cn3cnnn3)ccc2O[C@@H]1CN(C)C(=O)Nc1cccc2ccccc12 -19 4
C[C@H](CO)N1C[C@H](C)[C@@H](CN(C)Cc2ccc(C(=O)O)cc2)Oc2c(NC(=O)C3CCOCC3)cccc2C1=O -27 4
Cc1cc(C(=O)Nc2cccc3c2O[C@@H](CN(C)C(=O)Nc2ccc(F)cc2)[C@@H](C)CN([C@@H](C)CO)C3=O)n(C)n1 -23 0
O=C(N/N=C/c1ccc(Br)cc1)c1ccccn1 -27 -12
Cc1noc(C)c1S(=O)(=O)Nc1ccc2c(c1)C(=O)N([C@@H](C)CO)C[C@H](C)[C@@H](CN(C)Cc1ccc(C(F)(F)F)cc1)O2 65* -8
COc1ccc(NC(=O)Nc2ccc3c(c2)C(=O)N([C@@H](C)CO)C[C@H](C)[C@@H](CN(C)CC2CCCCC2)O3)cc1 3 .
Cc1noc(C)c1S(=O)(=O)Nc1ccc2c(c1)CC(=O)N([C@@H](C)CO)C[C@@H](C)[C@@H](CN(C)Cc1ccc(Cl)c(Cl)c1)O2 61* -9
Cc1noc(C)c1NC(=O)Nc1ccc2c(c1)CC(=O)N([C@@H](C)CO)C[C@@H](C)[C@@H](CN(C)S(=O)(=O)c1cn(C)cn1)O2 -22 3
Cc1noc(C)c1S(=O)(=O)N(C)C[C@H]1Oc2ccc(NC(=O)Nc3cccc4ccccc34)cc2CC(=O)N([C@@H](C)CO)C[C@H]1C 24 -11
C[C@H](CO)N1C[C@H](C)[C@H](CN(C)Cc2ccc(Cl)c(Cl)c2)Oc2c(NS(=O)(=O)c3ccc(Cl)cc3)cccc2C1=O -69 -26
C[C@@H]1CN([C@H](C)CO)C(=O)c2cc(NC(=O)C3CC3)ccc2O[C@H]1CN(C)C(=O)Nc1ccc(F)cc1 -10 8
C[C@H]1CN([C@@H](C)CO)C(=O)Cc2cc(NC(=O)c3ccncc3)ccc2O[C@@H]1CN(C)Cc1ccc(C(=O)O)cc1 -18 4
C[C@H]1CN([C@@H](C)CO)C(=O)c2cc(N(C)C)ccc2O[C@@H]1CN(C)Cc1ccc2c(c1)OCO2 5 -1
COc1ccc(S(=O)(=O)Nc2ccc3c(c2)CC(=O)N([C@@H](C)CO)C[C@H](C)[C@H](CN(C)Cc2ccc(C(F)(F)F)cc2)O3)cc1 47 -32
Cc1ccc(S(=O)(=O)N(C)C[C@H]2Oc3ccc(NC(=O)Nc4ccc5c(c4)OCO5)cc3C(=O)N([C@@H](C)CO)C[C@H]2C)cc1 4 1
COc1ccc(S(=O)(=O)Nc2cccc3c2O[C@@H](CN(C)Cc2ccc(C(=O)Nc4ccccc4N)cc2)[C@@H](C)CN([C@H](C)CO)C3=O)cc1 54 -2
C[C@@H]1CN([C@H](C)CO)C(=O)c2cccc(N(C)C)c2O[C@H]1CN(C)C(=O)Nc1ccc(F)cc1 22 4
C[C@H]1CN([C@@H](C)CO)C(=O)c2cccc(NC(=O)Nc3cccc4ccccc34)c2O[C@H]1CN(C)C(=O)Nc1ccccc1 46 -10

Brought forward from above: two entries, then new ones.
SMILES T_cruzi_HTS INS-1E_rescue
C[C@@H]1CN([C@H](C)CO)C(=O)c2cccc(N(C)C)c2O[C@H]1CN(C)C(=O)Nc1ccc(F)cc1 22 4
C[C@H]1CN([C@@H](C)CO)C(=O)c2cccc(NC(=O)Nc3cccc4ccccc34)c2O[C@H]1CN(C)C(=O)Nc1ccccc1 46 -10
COc1cccc(S(=O)(=O)N(C)C[C@@H]2Oc3ncc(C#Cc4cccc(F)c4)cc3C(=O)N([C@H](C)CO)C[C@@H]2C)c1 65* .
C[C@@H]1CN([C@H](C)CO)C(=O)Cc2cc(NC(=O)CCC(F)(F)F)ccc2O[C@H]1CN(C)S(=O)(=O)c1cn(C)cn1 -7 5
Cc1noc(C)c1NC(=O)Nc1ccc2c(c1)C(=O)N([C@H](C)CO)C[C@@H](C)[C@@H](CN(C)S(=O)(=O)c1ccc(F)cc1)O2 -8 -4
COc1ccc(S(=O)(=O)N(C)C[C@@H]2Oc3ccc(NC(=O)Nc4ccccc4)cc3CC(=O)N([C@@H](C)CO)C[C@@H]2C)cc1 -21 0
COc1ccc(S(=O)(=O)Nc2ccc3c(c2)C(=O)N([C@H](C)CO)C[C@@H](C)[C@H](CN(C)Cc2ccc(-c4ccccc4)cc2)O3)cc1 -2 -11
C[C@H]1CN([C@@H](C)CO)C(=O)c2cc(NC(=O)Nc3ccc(F)cc3)ccc2O[C@@H]1CN(C)S(=O)(=O)c1ccc(Cl)cc1 11 .
COc1ccc(S(=O)(=O)Nc2cccc3c2O[C@@H](CN(C)C(=O)Nc2ccc4c(c2)OCO4)[C@@H](C)CN([C@H](C)CO)C3=O)cc1 -3 6
C[C@H]1CN([C@@H](C)CO)C(=O)CCCn2nncc2CO[C@H]1CN(C)C(=O)Nc1ccc(C(F)(F)F)cc1 3 .
Cc1ccc(S(=O)(=O)N(C)C[C@@H]2OCCCC[C@@H](C)Oc3ccc(NC(=O)Nc4ccccc4)cc3C(=O)N([C@H](C)CO)C[C@@H]2C)cc1 0 1
CNC[C@@H]1Oc2ccc(NC(=O)Cn3cnnn3)cc2CC(=O)N([C@H](C)CO)C[C@H]1C -27 5
C[C@@H]1CN([C@@H](C)CO)C(=O)c2cc(NC(=O)CCC(F)(F)F)ccc2O[C@@H]1CN(C)Cc1ccc(C(=O)Nc2ccccc2N)cc1 -37 7
C[C@@H]1CN([C@@H](C)CO)C(=O)c2cccc(NC(=O)C3CC3)c2O[C@H]1CN(C)S(=O)(=O)c1cccs1 -4 5
C[C@@H]1CCCCO[C@@H](CN(C)Cc2ccccc2)[C@@H](C)CN([C@H](C)CO)C(=O)c2cc(NS(=O)(=O)c3cccs3)ccc2O1 14 -13
Cc1cc(C(=O)Nc2cccc3c2O[C@@H](CN(C)Cc2ccc(Cl)c(Cl)c2)[C@H](C)CN([C@@H](C)CO)C3=O)n(C)n1 32 -2
CC(C)NC(=O)N(C)C[C@H]1Oc2c(NC(=O)Nc3ccc(C(F)(F)F)cc3)cccc2C(=O)N([C@H](C)CO)C[C@H]1C 12 -4
COc1ccc(S(=O)(=O)N(C)C[C@@H]2Oc3ccc(NS(=O)(=O)c4ccc(C)cc4)cc3C(=O)N([C@H](C)CO)C[C@H]2C)cc1 30 -4
Cc1noc(C)c1NC(=O)Nc1cccc2c1O[C@@H](CN(C)Cc1ccc3c(c1)OCO3)[C@@H](C)CN([C@H](C)CO)C2=O -4 -1
C[C@@H]1CN([C@@H](C)CO)C(=O)c2cccc(NC(=O)c3ccc(-c4nccs4)cc3)c2O[C@@H]1CN(C)Cc1ccc(Oc2ccccc2)cc1 40 -76
C[C@H]1CN([C@@H](C)CO)C(=O)c2cccc(NC(=O)Nc3ccc(C(F)(F)F)cc3)c2O[C@@H]1CN(C)S(=O)(=O)c1ccccc1 14 -12
C[C@@H]1CN([C@@H](C)CO)C(=O)c2cccc(NC(=O)c3cnccn3)c2O[C@@H]1CN(C)Cc1ccc(Cl)c(Cl)c1 5 -23

In the list so far, these contain a COOH group:
SMILES T_cruzi_HTS INS-1E_rescue
C[C@H](CO)N1C[C@H](C)[C@@H](CN(C)Cc2ccc(C(=O)O)cc2)Oc2c(NC(=O)C3CCOCC3)cccc2C1=O -27 4
C[C@H]1CN([C@@H](C)CO)C(=O)Cc2cc(NC(=O)c3ccncc3)ccc2O[C@@H]1CN(C)Cc1ccc(C(=O)O)cc1 -18 4

5 entries out of the list, ordered by number of heavy atoms, ascending:
SMILES T_cruzi_HTS INS-1E_rescue
COc1cccc(S(=O)(=O)N(C)C[C@@H]2Oc3ncc(C#Cc4cccc(F)c4)cc3C(=O)N([C@H](C)CO)C[C@@H]2C)c1 65* .
Cc1noc(C)c1NC(=O)Nc1ccc2c(c1)C(=O)N([C@H](C)CO)C[C@@H](C)[C@@H](CN(C)S(=O)(=O)c1ccc(F)cc1)O2 -8 -4
COc1ccc(S(=O)(=O)N(C)C[C@@H]2Oc3ccc(NC(=O)Nc4ccccc4)cc3CC(=O)N([C@@H](C)CO)C[C@@H]2C)cc1 -21 0
C[C@H]1CN([C@@H](C)CO)C(=O)c2cccc(NC(=O)Nc3ccc(C(F)(F)F)cc3)c2O[C@@H]1CN(C)S(=O)(=O)c1ccccc1 14 -12
COc1ccc(S(=O)(=O)Nc2ccc3c(c2)C(=O)N([C@H](C)CO)C[C@@H](C)[C@H](CN(C)Cc2ccc(-c4ccccc4)cc2)O3)cc1 -2 -11

The list continues.
SMILES T_cruzi_HTS INS-1E_rescue
COc1ccc(CN(C)C[C@@H]2Oc3ccc(NC(=O)Cc4cn(C)c5ccccc45)cc3CC(=O)N([C@@H](C)CO)C[C@@H]2C)cc1 45 5
C[C@H]1CN([C@@H](C)CO)C(=O)c2cc(NC(=O)NC3CCCCC3)ccc2O[C@H]1CN(C)Cc1ccc2c(c1)OCO2 58* 5
C[C@@H]1CN([C@H](C)CO)C(=O)c2cc(NS(=O)(=O)c3cccs3)ccc2O[C@@H]1CN(C)Cc1ccc(-c2ccccc2)cc1 ? -23
C[C@@H]1CCCCO[C@H](CN(C)Cc2ccncc2)[C@@H](C)CN([C@H](C)CO)C(=O)c2cc(NC(=O)CCCCCC(=O)Nc3ccccc3N)ccc2O1 -21 -12
C[C@@H]1CN([C@@H](C)CO)C(=O)c2cccc(NC(=O)c3ccc(-c4nccs4)cc3)c2O[C@@H]1CN(C)Cc1ccncc1 21 -4
CNC[C@H]1Oc2c(NC(=O)c3cnccn3)cccc2C(=O)N([C@@H](C)CO)C[C@@H]1C -27 8
C[C@@H]1CN([C@@H](C)CO)C(=O)c2cccc(NS(=O)(=O)c3ccc(Cl)cc3)c2O[C@@H]1CN(C)S(=O)(=O)c1ccc(F)cc1 3 6
Cc1noc(C)c1NC(=O)Nc1ccc2c(c1)CC(=O)N([C@H](C)CO)C[C@H](C)[C@H](CN(C)S(=O)(=O)c1cccs1)O2 -25 -1
CNC[C@@H]1Oc2c(NC(=O)c3ccncc3)cccc2C(=O)N([C@H](C)CO)C[C@@H]1C -26 11

Compound activity deposited in PubChem by Broad Institute.
